Statin myotox sup: suppressors of simvastatin-induced myotoxicity in C2C12 myotubes; ATP luminescence, 48 h; scaled: DMSO 0, geranylgeraniol control 100; rescue of ATP level, % at 7.49 µM; 330,000 compounds, 0.78% hits; AID 602340;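 active = mean ATP rescue above about 67%, or every replicate alone reaching that limit, limit read from the data, passing the limit was not always enough; inconclusive = no clear call, values can overlap the other calls; inactive = mean under the limit and some replicate under it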;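 note: myotubes were challenged with 10 µM simvastatin during compound exposure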
PGC1a acetyl inh: modulators of PGC1a acetylation; U2OS PGC1a acetylation, AlphaScreen anti-acetyl-lysine; with virally co-expressed GCN5 acetyltransferase; inhibition, % at 15.6 µM; 350,000 compounds, 0.17% hits;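 active = every replicate shows inhibition of at least 40%; inconclusive = mean inhibition at least 40% but some replicate below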;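 note: 0% = neutral control wells and 100% = positive control wells; some results beyond the cut were filed as inactive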
Cneo AK release: Cryptococcus neoformans lysis via adenylate kinase release; AID 651654; lysis activity, % at 15 µM; 360,000 compounds, 0.2% hits; C. neoformans lysis, adenylate kinase release luminescence, 4 h; normalised: neutral wells 0, clomiphene wells 100;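 active = mean lysis activity across replicates of at least 80%, whatever share of replicates individually reach that level; inactive = mean lysis activity below 80%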
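Signal: Adenylate kinase release luminescence | Assay system: Log-phase Cryptococcus neoformans yeast cells | Input: Cells at 5 × 10^6 per mL | Buffer or medium: Fresh YPD growth medium | Compound: Single dose | Schedule: Static 4 h at 37 °C with compound, 1 h detection | Controls: Clomiphene | Read-out: Luminescence rise reflecting yeast cell lysis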
LGR2 inh: blocks bursicon-induced cAMP signaling via Drosophila LGR2. 380,000 compounds, 0.35% hits. HEK293 LGR2, CRE-luciferase, bursicon-stimulated, 4 h. inhibition, % at 9.99 µM;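 active = drop in luminescence signal, shown as inhibition above about 50% in the replicate tests, limit read from the data, passing the limit was not always enough; inconclusive = probably only some replicates passing the limit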;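 note: agonist challenge used bursicon conditioned medium at about half maximal strength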
Starred values were filed as active, the others as inactive; ? = inconclusive; / = no result given. Only part of the results is shown; count on the stated rates, not on these rows.

SMILES	Statin myotox sup	PGC1a acetyl inh	Cneo AK release	LGR2 inh
COc1cc(/C=N\N=C2/SC(CC(=O)O)C(=O)N2c2ccc(O)cc2)ccc1O (centres undefined)	4	/	/	-1
CCCOC(=O)C1=C(C)NC2=C(C(=O)CCC2)C1c1cccc(OC)c1OC (centres undefined)	2	/	/	7
COc1ccc(CNc2ccc3c(c2)ncn3-c2ccccc2OC)cc1	-1	/	/	-16
COc1ccc(Cc2nnc(NC(=O)CSc3ccccc3)s2)cc1	-5	/	/	4
C(=C\c1cccc2ccccc12)/c1nnc(-c2cccs2)o1	9	/	/	2
Cc1c(C(=O)NCC2COc3ccccc3O2)oc2ccc(S(=O)(=O)N3CC(C)CC(C)C3)cc12 (centres undefined)	13	/	/	10
O=S(=O)(NCc1ccc(F)cc1)c1cccc(S(=O)(=O)N2CCOCC2)c1	-7	/	/	0
COc1ccc(N)c2c1C(=O)c1ccccc1C2=O	/	/	-3	-16
O=C(Cc1ccc(Cl)cc1Cl)Nc1ccc(OC(F)F)c(Cl)c1	/	/	-2	-2
COCCCNCC1C(Oc2ccc(Cl)cc2)C(=O)N1c1ccccc1C (centres undefined)	/	/	0	-6
Cc1ccc(CNC(=O)Cc2ccc(-n3c(=O)[nH]c4ccsc4c3=O)cc2)cc1	/	/	0	-3
CCn1c(CNC(=O)c2ccc(OC)c(OC)c2)nnc1SCC(=O)Nc1ccc(OC)cc1	/	/	-2	-2
O=C(Nc1ccc(-c2nc3ccccc3c(=O)o2)cc1)c1ccco1	/	/	0	-8
CCOC(=O)c1cc(CC)sc1/N=C/C1=C(O)CC(C)(C)CC1=O	/	/	-2	-8
Cc1c(N2C(=O)C(=O)/C(=C(/O)c3ccccc3)C2c2ccc(F)cc2)c(=O)n(-c2ccccc2)n1C (centres undefined)	/	/	-4	6
CC1=C(/C=N/Nc2ccc([N+](=O)[O-])cc2[N+](=O)[O-])C(C)(C)CCC1	/	/	0	4
CCCC(C)NC(C)C(=O)NC1CCCC1 (centres undefined)	/	/	0	19
CC(C)(C)C(=O)OCCNc1nc(-c2ccccc2)nc2ccccc12	/	/	2	21
CCOC(=O)c1cc(-c2ccccc2)sc1NC(=O)c1cc(OC)c(OC)c(OC)c1	/	/	-2	6
CSC1=N/C(=C\c2ccc(C)s2)C(=O)S1	/	/	4	17
Nc1nonc1-n1nnc(C(=O)N/N=C/c2cc(Br)ccc2O)c1CSC1=NCCS1	/	/	-2	17
COc1ccc(Oc2ccc(N/C=C3\CCCC3=O)cc2)cc1	/	/	0	-5
COc1ccc(NC(=O)CCCn2c(=O)c3sccc3n(Cc3ccc(C)cc3)c2=O)cc1	/	/	2	-9
CCc1ccc(N(CC(=O)Nc2sc3c(c2C(=O)OC)CCCC3)S(C)(=O)=O)cc1	/	/	0	32
COc1ccc(NC(=O)COC(=O)/C=C/c2ccc(OC)c(S(=O)(=O)N3CCOCC3)c2)cc1	/	/	1	-10
O=C(CN(c1ccccn1)S(=O)(=O)c1ccccc1)N/N=C/c1cccc([N+](=O)[O-])c1	/	/	-2	11
CCCOc1ccc(/C(CC)=N/NC(=O)C2(C)CC2(Br)Br)cc1 (centres undefined)	/	/	0	-4
Cc1ccc(NC(=O)/C=C/C(=O)O)c([N+](=O)[O-])c1	/	/	-3	-5
Cc1ccc(C(=O)NC(=S)NNS(=O)(=O)c2ccc(C)cc2)cc1	/	/	3	19
C/C(CCc1ccc2c(c1)OCO2)=N\NC(=O)c1ccccc1Cl	/	/	-1	-12
O=C(Nc1cn(-c2ccccc2)nc1-c1ccc(Cl)cc1)c1ccccc1	/	/	0	15
Cc1ccc(-c2cc(C(=O)OCn3nnc4ccccc4c3=O)c3ccccc3n2)cc1	/	/	-1	-11
O=C(CSc1nc2ccccc2c(=O)n1-c1ccccc1)N1CCc2ccccc2C1	/	/	3	10
COc1cc2c(-c3ccc(O)cc3)nc3c(c(C)nn3-c3ccccc3)c2cc1OC	/	/	2	-2
COc1ccc(C(=O)NC(=S)Nc2ccc(N3CCCC3)cc2)cc1OC	/	/	4	35
CCOC(=O)c1c(-c2ccc(C)cc2)csc1NC(=O)CCSc1nnc2ccccn12	/	/	1	20
CN(C)c1cc[n+](CCC(=O)Nc2cccc([N+](=O)[O-])c2N)cc1	/	/	0	3
O=C(COC(=O)c1ncc(Cl)c(Cl)c1Cl)c1ccc(Cl)s1	/	/	1	-2
CCOC(=O)N/N=C(\C)c1ccc(C)c([N+](=O)[O-])c1	/	/	1	33
Cc1nn(-c2ccccc2)c(Cl)c1/C=N\NC(=O)c1cnccn1	/	/	5	-24
COc1ccc(CNc2nc(-c3cccnc3)nn2C(=O)c2ccco2)cc1	/	-15	/	11
CCc1nnc(NC(=O)c2ccc(-c3ccc(Cl)cc3)o2)s1	/	-12	/	-11
COc1cccc(CNc2ccc(F)c(Cl)c2)c1	/	3	/	-25
C=CCNC(=S)N1CCN(CCN=CC2=C(O)CC(c3ccco3)CC2=O)CC1 (centres undefined)	/	?	/	-1
Cc1ccc(C2=N/C(=C\c3cccs3)C(=O)N2Nc2ccccc2)cc1	/	-27	/	13
N#C/C=C(/N)N1CCN(c2ccc(Cl)c(Cl)c2)CC1	/	-1	/	1
CCOC(=O)c1c(C)c(C(=O)N2CCc3ccccc3C2)c(C)n1CC	/	-6	/	9
CCC(C(=O)NCc1ccco1)N(C(=O)CNS(=O)(=O)c1ccc(C)cc1)c1ccccc1OC (centres undefined)	/	22	/	1
COC(=O)c1sc(=S)n(-c2ccc(Cl)cc2)c1C	/	4	/	-12
O=C(CSc1nnc(-c2ccco2)n1Cc1ccccc1)c1ccc(F)cc1	/	-1	/	-56

Additional structures:
SMILES	Statin myotox sup	PGC1a acetyl inh	Cneo AK release	LGR2 inh
CCOC(=O)c1ccccc1NC(=O)c1ccccc1N(C)S(C)(=O)=O	/	-2	/	0
Cc1c(O)c(CN2CCCCC2)cc2c1oc(=O)c1ccccc12	/	17	/	-44
CCN(C(=O)CCc1nc(-c2ccccc2F)no1)c1cc(OC)ccc1OC	/	3	/	11
CCC(=O)N(C)/C=C1\Sc2ccccc2C1=O	/	-9	/	-48
C=CCNc1sc(C(=O)c2ccccc2)c(N)c1C#N	/	0	/	-7
CCCN(CCC)C(=O)C1c2ccccc2Oc2ccccc21	/	-21	/	8
CCSc1nnc(NC(=O)Cc2ccc(OC)c(OC)c2)s1	/	14	/	-4
O=C(CSc1nnc2scc(-c3ccccc3)n12)N1CCN(Cc2ccccc2)CC1	/	11	/	28
Cc1cc(O)c(/C=N/Nc2ccc(Cl)cc2)c(=O)o1	/	-5	/	-8
CCOC(=O)c1c(C)c(C(=O)NC2CCCCC2)c(C)n1CC	/	37	/	6
COc1cccc(C2=NOC(C(=O)NC(C)(C)C)C2)c1 (centres undefined)	/	-4	/	-7
O=C(c1cccc(N2C(=O)C3C4C=CC(C4)C3C2=O)c1)N1CCCCCC1 (centres undefined)	/	-2	/	3
CCOc1ccc(Cl)cc1CN1CCOCC1	/	10	/	13
O=C(O)CCc1nn2cnc3sc4c(c3c2nc1=O)CCCC4	/	4	/	-4
O=c1c2ccc(Cl)cc2nc(-c2cccc(C(F)(F)F)c2)n1O	/	3	/	30
CC(C)NC(=O)NC(=O)CSc1nnc(COc2ccccc2Cl)o1	/	14	/	7
Cc1ccc(C(=O)NNC(=O)C2CCN(Cc3ccccc3)CC2)cc1	/	-4	/	4
CCOC(=O)C1CCCN(C(=O)Cc2ccc(Cl)cc2)C1 (centres undefined)	/	3	/	-7
C=CCS/C(=N\n1cnc2ccccc2c1=O)N(CC)CC	/	0	/	13
O=C(c1cccc(F)c1)N1CCN(Cc2ccco2)CC1	/	16	/	-2
CC(C(=O)Nc1ccc2c(c1)OCCO2)N1CCN(C(=O)c2ccco2)CC1 (centres undefined)	/	-20	/	6
Cc1onc(-c2c(F)cccc2Cl)c1C(=O)NC1=NCCS1	/	-11	/	-7
CCc1cc(=O)oc2cc(OC(C)=O)cc(OC(C)=O)c12	/	8	/	13
CN1CCN(C(=O)NC2CCCN2S(=O)(=O)c2ccc(Cl)cc2)CC1 (centres undefined)	/	-4	/	31
O=C1c2ccsc2SCCN1Cc1ccc(Cl)cc1	/	-6	/	5
CCOC(=O)C(C)Sc1nc2c(c(=O)[nH]c(=O)n2C)n1C/C=C(/C)Cl (centres undefined)	/	11	/	28
Cc1noc2ncc(C(=O)c3cc(F)ccc3O)cc12	/	-1	/	-4
COc1cc(-n2nnnc2SCC(=O)N2CCN(c3ccc(F)cc3)CC2)c(OC)cc1Cl	/	25	/	0
CCOC(=O)c1sc(NC(=O)c2ccco2)nc1C	/	21	/	4
COc1cc(/C=N\NC(=O)c2ccc(Cn3nc([N+](=O)[O-])c(Cl)c3C)o2)ccc1O	/	20	/	8
CCOc1cc(N2CCOCC2)c(OCC)cc1NC(=O)CN1CCc2ccccc2C1	/	-10	/	10
N#C/C(=N\Nc1ccc(Cl)cc1)C(=N)N1CCCCC1	/	-8	/	-9
N#CC1=C(N)C(C#N)(C#N)[C@H](c2ccoc2)[C@H]2CN(Cc3ccccc3)CC=C12	/	-1	/	17
CCCCCCC1CC(CCC(=O)Nc2ccc([N+](=O)[O-])cc2)C(=O)O1 (centres undefined)	/	6	/	12
Cc1cc(C)c2nc(SCCc3ccccc3)nc(C)c2c1	/	-13	/	-4
CCOc1ccccc1N(CC(=O)NCC1CCCO1)C(=O)CCC(=O)Nc1ccccn1 (centres undefined)	/	4	/	6
COC(=O)c1sccc1NC(=O)c1cccc(OC)c1	/	-3	/	26
CCCCn1c(SCc2nc(N)nc(Nc3ccccc3C)n2)nc2ccccc2c1=O	/	-6	/	-2
CSc1cc(-c2ccccc2)n(Cc2c(Cl)cccc2Cl)c(=O)c1C#N	/	1	/	9
COc1cccc(/C=N/NC(=O)c2cc(C34CC5CC(CC(C5)C3)C4)[nH]n2)c1	/	37	/	-16

Three entries out of the list, arranged by length of the SMILES, high to low.
SMILES	Statin myotox sup	PGC1a acetyl inh	Cneo AK release	LGR2 inh
CCCCn1c(SCc2nc(N)nc(Nc3ccccc3C)n2)nc2ccccc2c1=O	/	-6	/	-2
N#C/C(=N\Nc1ccc(Cl)cc1)C(=N)N1CCCCC1	/	-8	/	-9
Cc1cc(C)c2nc(SCCc3ccccc3)nc(C)c2c1	/	-13	/	-4

Other records:
SMILES	Statin myotox sup	PGC1a acetyl inh	Cneo AK release	LGR2 inh
CC(=O)NC1(NC(C)=O)CCN(C)C(c2ccccc2)C1C (centres undefined)	/	4	/	4
CCN(CC(=O)Nc1ccc2c(c1)OCCO2)Cc1cc(=O)oc2cc(C)c(C)cc12	/	6	/	4
CCN(CC)c1nc(C)c(C(C)=O)cc1C#N	/	-1	/	-3
Cc1ccccc1NC(=S)NCCC(c1ccccc1)c1ccccc1	/	-2	/	25
COC(=O)CNC(=O)CN1C(=O)N(c2cccc(Cl)c2)C(N(O)C(=O)Nc2cccc(Cl)c2)C1(C)C (centres undefined)	/	12	/	5
Cc1ccn2c(-c3csc(NCc4ccccc4)n3)c(C)nc2c1	/	4	/	11
O=C(/C=C/c1ccc([N+](=O)[O-])cc1)NCc1cccnc1	/	-8	/	-19
COc1ccc(CCC(=O)NCc2cnn(C)c2)cc1	/	3	/	-1
Cc1ccc(F)cc1NC(=O)Cc1nn(C)c(=O)c2ccccc12	/	-2	/	-7
COC(=O)c1ccc(CN(Cc2ccc(C(=O)OC)o2)C(C)(C)C)o1	/	-7	/	6
CCOc1ccc(C(=O)COC(=O)CC)cc1	/	-17	/	-15
CC(C)Oc1ccc(-c2cc(=O)[nH]c(=O)[nH]2)cc1	/	5	/	-15

Gathered by group: the compounds so far with fluorine
SMILES	Statin myotox sup	PGC1a acetyl inh	Cneo AK release	LGR2 inh
O=S(=O)(NCc1ccc(F)cc1)c1cccc(S(=O)(=O)N2CCOCC2)c1	-7	/	/	0
O=C(Cc1ccc(Cl)cc1Cl)Nc1ccc(OC(F)F)c(Cl)c1	/	/	-2	-2
Cc1c(N2C(=O)C(=O)/C(=C(/O)c3ccccc3)C2c2ccc(F)cc2)c(=O)n(-c2ccccc2)n1C (centres undefined)	/	/	-4	6
COc1cccc(CNc2ccc(F)c(Cl)c2)c1	/	3	/	-25
O=C(CSc1nnc(-c2ccco2)n1Cc1ccccc1)c1ccc(F)cc1	/	-1	/	-56
CCN(C(=O)CCc1nc(-c2ccccc2F)no1)c1cc(OC)ccc1OC	/	3	/	11
O=c1c2ccc(Cl)cc2nc(-c2cccc(C(F)(F)F)c2)n1O	/	3	/	30
O=C(c1cccc(F)c1)N1CCN(Cc2ccco2)CC1	/	16	/	-2
Cc1onc(-c2c(F)cccc2Cl)c1C(=O)NC1=NCCS1	/	-11	/	-7
Cc1noc2ncc(C(=O)c3cc(F)ccc3O)cc12	/	-1	/	-4
COc1cc(-n2nnnc2SCC(=O)N2CCN(c3ccc(F)cc3)CC2)c(OC)cc1Cl	/	25	/	0
Cc1ccc(F)cc1NC(=O)Cc1nn(C)c(=O)c2ccccc12	/	-2	/	-7

Bioassay records deposited in PubChem by Broad Institute.
